KB-V1 cytotox: KB-V1 MDR subline cytotoxicity; KB-V1 MDR cells viability, CellTiter-Glo, 72 h; Potency, µM (series often up to 46.1 µM), inactives show top-dose activity change, negative = cytotoxicity, actives largely listed as cytotoxic; 400,000 compounds, 3.4% hits; also: potency is read from the fitted curve at half-maximal effect; % is scaled to controls: 0 for no effect and ±100 for the full control effect; nearly all actives have a fitted effect of over 60% in size
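Compound-treated KB-V1 multidrug-resistant cells, 72 h, 37 degrees C; viability by CellTiter-Glo. Fitted qHTS curves give the values.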
KB-3-1 tox: kills parental KB-3-1 adenocarcinoma cells; KB-3-1 viability, CellTiter-Glo ATP luminescence, 72 h; Potency, µM (titrated, usually from 46.1 µM), for the others: at the top dose activity change, negative = cytotoxic, actives largely listed as cytotoxic; 400,000 compounds, 1.4% hits; AID 1347075; also: potency is read from the fitted curve at half-maximal effect; % is scaled to controls: 0 for no effect and ±100 for the full control effect; nearly all actives have a fitted effect of over 60% in size
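Cells are dispensed, compounds pinned in, plates held at 37 °C for 72 h, then CellTiter-Glo is added and luminescence read after 10 minutes. Cell line: parental KB-3-1 in phenol-red-free DMEM, 10% FBS.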
SW480 rerep: DNA re-replication induction in SW480 cells; SW480 DNA re-replication, Hoechst DNA content imaging, 48 h; Potency, µM (top dose mostly 46.1 µM), for inactives: top-dose re-replication activation, usual class: activators; 340,000 compounds, 1.8% hits; AID 624297; also: potency is read from the fitted curve at half-maximal effect; % of control where 0% means no effect; nearly all actives have a fitted effect of over 55% in size
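Hoechst fluorescence of nuclei (405 nm excitation, 500-530 nm emission) measured by plate-scanning imager after 48 hr compound exposure at 37 C; re-replication scored as increased number of nuclei with elevated intensity.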
S2 tox: cell viability loss in ATXN counter-screen. 400,000 compounds, 0.49% hits. Potency, µM (highest dose often 56.7 µM), usual class: cytotoxic. S2 cells (HEK-293 line with an ATXN2-luciferase reporter) viability, CellTiter-Fluor protease fluorescence, 24 h; also: potency is read from the fitted curve at half-maximal effect; nearly all actives have a fitted effect of over 40% in size
HT1080-NT tox: kills 2HG-producing HT-1080-NT fibrosarcoma cells; HT-1080-NT fibrosarcoma viability, CellTiter-Glo ATP luminescence, 48 h; Potency, µM (series often up to 46.1 µM), for inactives: at the top dose activity, negative = less viability, most hits filed as cytotoxic; 360,000 compounds, 1.6% hits;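 also: NT is the 2HG producing partner of a matched IDH1 knockdown line; potency is read from the fitted curve at half-maximal effect; 0% = DMSO-treated cells and -100% = media-only wells without cells; nearly all actives have a fitted effect of over 55% in size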
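Compounds were tested in concentration-response format on HT-1080-NT cells for 48 hours at 37 degrees C. Cell viability came from CellTiter-Glo luminescence; curves were classified by r2, response magnitude and activity.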
MCF10A rereplic: induces DNA re-replication in MCF 10a normal breast cells. MCF 10A DNA re-replication, Hoechst nuclear intensity, 48 h. Potency, µM (series often up to 46.1 µM), for inactives: at the highest dose activity, positive = re-replication, usual class: activators. 350,000 compounds, 2.9% hits. AID 624296; also: potency is read from the fitted curve at half-maximal effect; % of control where 0% means no effect; nearly all actives have a fitted effect of over 50% in size
HT1080 IDH1KD tx: toxicity to HT-1080 IDH1 knockdown cells (counter line); 360,000 compounds, 2% hits; AID 686971; HT-1080 IDH1 knockdown viability, ATP luminescence, 48 h; Potency, µM (highest dose often 46.1 µM), for inactives: at the top dose activity, negative = toxicity, hits mostly cytotoxic;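 also: potency is read from the fitted curve at half-maximal effect; 0% = DMSO wells and -100% = cell-free medium wells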
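After a 2 h attachment period, IDH1KD HT-1080 cells took pin-transferred compound for 48 h at 37 °C; ATP-based luminescence after 10 min room-temperature reagent incubation reported viability.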
IL1B secr inh: blocks inflammasome-driven IL-1 beta release; THP-1 LPS/ATP IL-1B secretion, AlphaLISA, 16 h; active compounds read low; 360,000 compounds, 4.7% hits; activity change, % at 57.5 µM; in the data active = activity change below about -50%; inconclusive = mostly about -30% to -49%; also: % is scaled to controls: 0 for no effect and ±100 for the full control effect
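THP-1 cells pretreated 1 hr with compounds (up to 57.5 uM final), then stimulated with LPS (250 ng/mL final) plus ATP (1.25 mM final); secreted IL-1B measured by AlphaLISA after 16 hr, decreased signal indicating inhibition.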
ATXN2 expr inh: inhibitors of ATXN2 expression; Potency, µM (series often up to 57 µM), for the others: at the highest dose activity change, negative = inhibition, most hits filed as inhibitors; AID 1745845; 360,000 compounds, 0.72% hits; HEK-293 ATXN2-luciferase reporter, luminescence, 24 h; also: potency is read from the fitted curve at half-maximal effect; % is scaled to controls: 0 for no effect and ±100 for the full control effect; nearly all actives have a fitted effect of over 55% in size
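ATXN2-luciferase reporter cells (luciferase flanked by upstream and downstream ATXN2 gene portions) were treated 24 h at 37 °C with compounds at up to 57 uM. SteadyGlo luminescence gave expression; GF-AFC fluorescence gave viability.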
The depositor's hits bear a star; i = inactive; u = inconclusive; x = no result given; ! = repeats disagree; [ ] = dose if it differs, or a comment. Unless noted, calls follow the shape of the dose curve; as a rule, active = well fitted curve in the direction sought with a large enough effect; inconclusive = small, poorly fitted or top-dose-only effect, or another doubt; inactive = no such curve, though single readings can be large; an effect the other way counts as inactive or inconclusive.

SMILES,KB-V1 cytotox,KB-3-1 tox,SW480 rerep,S2 tox,HT1080-NT tox,MCF10A rereplic,HT1080 IDH1KD tx,IL1B secr inh,ATXN2 expr inh
O=C(NN=Cc1ccccc1C(=O)O)c1cccc(S(=O)(=O)Nc2cccc(C(F)(F)F)c2)c1,0%,-4%,u,i,2%,5%,-1%,0,1%
O=C(NCc1ccccc1)C1CCC(CNS(=O)(=O)c2cccs2)CC1 (centres undefined),u,-9%,-4%,i,-10%,-1%,-14%,0,4%
Cc1ccc(C)c(C(=O)CSc2nc3cc(C(=O)NC4CCCC4)ccc3c(=O)n2CC2CCCO2)c1 (centres undefined),u,u,x,i,x,x,x,x,9%
CC(=O)Nc1ccc(NC(=O)C(C)OC(=O)c2oc3ccccc3c2C)cc1 (centres undefined),-1%,0%,u,i,-5%,u,-9%,9,4%
O=C(Cc1ccc(F)cc1)N1CCC(CC2CC(c3cccc(Br)c3)=NO2)(C(=O)NCC2CCCCC2)CC1 (centres undefined),0%,-29%,1%,u,-6%,12%,0%,u,-19%
CN1CCN(C2=C(Cl)C(=O)N(CCc3ccccc3)C2=O)CC1,-9%,-3%,1%,i,5%,13%,7%,u,26%
CC(C)C[C@@H](CO)N(Cc1ccccc1)S(=O)(=O)N(Cc1ccccc1)[C@@H](CO)CC(C)C,u,23µM*!,0%,u,u,u,u,-63*,u
CC(=O)Nc1ccc(S(=O)(=O)NC(C)C(=O)OCC(=O)Nc2ccc(F)cc2Cl)cc1 (centres undefined),9%,21%,x,u,10%,x,-13%,-5,x
CCN1CCc2nc(NC(=O)CC(c3ccccc3)c3ccccc3)sc2C1,9%,0%,-17%,u,-16%,18%,-2%,-16,0%
COC(=O)Cc1ccc(NC(=O)c2ccc(C)c(C)c2)cc1,u,-12%,-10%,x,6%,13%,4%,-21,x

The results go on:
SMILES,KB-V1 cytotox,KB-3-1 tox,SW480 rerep,S2 tox,HT1080-NT tox,MCF10A rereplic,HT1080 IDH1KD tx,IL1B secr inh,ATXN2 expr inh
COC(=O)C[C@H]1C[C@H]2c3cc(NS(=O)(=O)c4ccc(OC)cc4)ccc3O[C@H]2[C@H](CO)O1,-20%,-5%,x,i,8%,x,-1%,10,-2%
COc1cccc(C(=O)Nc2cccc(OC(C)=O)c2)c1,-7%,-17%,3%,i,-17%,2%,2%,14,54%[activator]
OCC1CCCN(C2CCN(Cc3nc(Cc4cccc(C(F)(F)F)c4)no3)CC2)C1 (centres undefined),-7%,2%,u,i,-3%,u,1%,8,-2%
Cc1cc(-n2cc(Br)c(=O)[nH]c2=O)nc(-c2ccccc2)n1,-3%,11%,-6%,i,-3%,2%,-1%,4,-16%
CC(=O)C1=C(O)C(=O)N(c2ccc(Br)cc2)C1c1cccc([N+](=O)[O-])c1 (centres undefined),u,21%,-18%,i,-2%,5%,4%,0,6%
CCOc1cc2c(cc1OC)C(NC(=O)C(F)(F)F)CC2=O (centres undefined),u,14%,0%,i,6%,6%,-7%,18,-3%
CCCNC(=O)c1cc2c(c(-c3cccc(-c4ccccc4F)c3)n1)[C@H](CCO)N(C(=O)CC1CC1)C2,u,u,x,u,u,x,u,-12,u
CCNC(=O)C1(C)CCCN1Cc1c(F)cccc1F (centres undefined),4%,0%,x,i,u,x,28%,0,12%
COc1cc(/C=N\Nc2nc3ccccc3[nH]2)cc(OC)c1OC,5.8µM*,-11%,0%,i,-24%,u,-20%,0,4%
Cc1nc(SCC(=O)Nc2ccnc3ccccc23)n[nH]1,24%,-15%,-4%,u,-1%,-1%,-4%,8,-3%

Reformatted with two lines to a compound: entries from further up
Second line of a record – KB-V1 cytotox | KB-3-1 tox | SW480 rerep | S2 tox | HT1080-NT tox | MCF10A rereplic | HT1080 IDH1KD tx | IL1B secr inh | ATXN2 expr inh
COC(=O)Cc1ccc(NC(=O)c2ccc(C)c(C)c2)cc1
    u | -12% | -10% | x | 6% | 13% | 4% | -21 | x
COC(=O)C[C@H]1C[C@H]2c3cc(NS(=O)(=O)c4ccc(OC)cc4)ccc3O[C@H]2[C@H](CO)O1
    -20% | -5% | x | i | 8% | x | -1% | 10 | -2%
COc1cccc(C(=O)Nc2cccc(OC(C)=O)c2)c1
    -7% | -17% | 3% | i | -17% | 2% | 2% | 14 | 54%[activator]
OCC1CCCN(C2CCN(Cc3nc(Cc4cccc(C(F)(F)F)c4)no3)CC2)C1 (centres undefined)
    -7% | 2% | u | i | -3% | u | 1% | 8 | -2%
Cc1cc(-n2cc(Br)c(=O)[nH]c2=O)nc(-c2ccccc2)n1
    -3% | 11% | -6% | i | -3% | 2% | -1% | 4 | -16%
CC(=O)C1=C(O)C(=O)N(c2ccc(Br)cc2)C1c1cccc([N+](=O)[O-])c1 (centres undefined)
    u | 21% | -18% | i | -2% | 5% | 4% | 0 | 6%
CCOc1cc2c(cc1OC)C(NC(=O)C(F)(F)F)CC2=O (centres undefined)
    u | 14% | 0% | i | 6% | 6% | -7% | 18 | -3%
CCCNC(=O)c1cc2c(c(-c3cccc(-c4ccccc4F)c3)n1)[C@H](CCO)N(C(=O)CC1CC1)C2
    u | u | x | u | u | x | u | -12 | u
CCNC(=O)C1(C)CCCN1Cc1c(F)cccc1F (centres undefined)
    4% | 0% | x | i | u | x | 28% | 0 | 12%

Additional structures:
SMILES,KB-V1 cytotox,KB-3-1 tox,SW480 rerep,S2 tox,HT1080-NT tox,MCF10A rereplic,HT1080 IDH1KD tx,IL1B secr inh,ATXN2 expr inh
CN(C)c1ccc(-c2n(C)c3ccccc3[n+]2C)cc1,5%,2.9µM*,u,i,5.6µM*,u,8.9µM*,-80*,6%
O=C(Nc1ccc2c(c1)C(=O)OC2)c1ccc(C(F)(F)F)cc1,4%,-5%,-2%,i,6%,-13%,12%,2,1%
O=C(c1ccc(-c2ccccc2)cc1)N1CCN(c2nc3ccccc3o2)CC1,14%,-8%,-1%,i,1%,7%,0%,-19,-9%
O=C(CCCCn1c(=O)[nH]c2ccsc2c1=O)N1CCN(c2cccc(Cl)c2)CC1,-12%,u,x,u,x,x,x,x,u
CCC(=O)Nc1nnc(SCC(=O)NCc2ccc3c(c2)OCO3)s1,34%,13%,4%,i,1%,-4%,-2%,0,7%
CN(C)/N=C/c1ccc(P(c2ccc(/C=N/N(C)C)o2)c2ccc(/C=N/N(C)C)o2)o1,6%,-7%,u,i,-23%,2%,-28%,-13,-18%[11.3 µM]
C=CCNc1nc(C(=O)OCC(=O)Nc2cc(S(C)(=O)=O)ccc2Cl)cs1,3%,10%,-1%,i,-4%,6%,-11%,34,-2%
Oc1cc2c(cc1CN1CCN(c3cccc(C(F)(F)F)c3)CC1)CCC2,-27%,-1%,-3%,u,1%,u,-3%,8,-11%
CC(Sc1ccccc1)C(=O)N1CCN(S(=O)(=O)c2ccccc2C(F)(F)F)CC1 (centres undefined),u,6%,-5%,i,2%,11%,-2%,2,-4%
CCOC(=O)N1CCN(S(=O)(=O)c2ccc(OCC(=O)OC)c(C)c2)CC1,-8%,3%,3%,i,1%,-5%,8%,-9,-6%

Later entries:
SMILES,KB-V1 cytotox,KB-3-1 tox,SW480 rerep,S2 tox,HT1080-NT tox,MCF10A rereplic,HT1080 IDH1KD tx,IL1B secr inh,ATXN2 expr inh
COc1ccc(Cc2nnc(SCC(=O)Nc3cc(Cl)ccc3C)[nH]c2=O)cc1,6%,2%,-7%,i,-1%,5%,-7%,18,-2%
Cc1nnsc1S(=O)c1ccccc1Cl (centres undefined),u,4%,24%,i,16%,4%,-3%,-2,-5%
O=C1c2ccccc2S(=O)(=O)N1Cc1nnc(-c2ccccc2Br)o1,-9%,-1%,-4%,i,-5%,-5%,-1%,21,9%
c1ccc2c(c1)CCCn1nnnc1-2,1%,2%,0%,i,1%,3%,-2%,18,1%
O=C(COC(=O)/C=C/c1ccccc1)NCCc1ccc(F)cc1,-6%,-3%,-6%,i,3%,1%,10%,-10,-14%
O=C(Nc1cccc(F)c1)c1ccc2c(c1)N(Cc1ccccc1)C(=O)c1ccccc1S2(=O)=O,-36%,-22%,x,i,x,x,x,x,15%
CC(C)c1nnc(NC(=O)C2CCCN2C(=O)Nc2ccccc2F)s1 (centres undefined),0%,28%,-4%,i,18%,18%,16%,-13,-8%
CCOc1cc(NC(=O)c2cccs2)c(OCC)cc1NC(=O)c1ccco1,-7%,1%,-6%,i,7%,10%,16%,-9,-8%
COC(=O)C1CCN(C(=O)COC(=O)c2cc(S(=O)(=O)N3CCOCC3)ccc2C)CC1,-13%,-1%,0%,i,5%,1%,15%,28,-3%
O=C(Nc1ccc(Cl)c(Cl)c1)C1C2C=CC3(O2)C1C(=O)N(CCN1CCCCC1)C3C(=O)NC1CCCCC1 (centres undefined),-6%,-23%,u,u,21µM*,u,u,-81*,-18%

Next part.
SMILES,KB-V1 cytotox,KB-3-1 tox,SW480 rerep,S2 tox,HT1080-NT tox,MCF10A rereplic,HT1080 IDH1KD tx,IL1B secr inh,ATXN2 expr inh
Cc1ccc2nc(-c3ccc(NC(=O)CN4CCN(C(=O)c5ccco5)CC4)cc3)sc2c1,u,-14%,123%,u,u,-13%,u,-5,11%
CC1Cc2ccccc2N1C(=O)c1ccnc(C(C)(C)C)c1 (centres undefined),-5%,10%,2%,i,5%,23%,11%,22,-2%
O=C(Nc1ccc(O)cc1)c1cc2ccccc2c(=O)s1,u,1%,-58%[inhibitor],i,-27%,-31%[inhibitor],u,-27,96%[activator]
Cc1ccc(O)c(NC(=O)c2cc(-c3ccccc3)on2)c1,0%,-2%,-10%,i,-6%,6%,-22%,-8,16%
CCCC(=O)Nc1nnc(SCC(=O)Nc2ccc3c(c2)OCO3)s1,-15%,11%,-9%,i,-2%,-7%,-21%,-15,23%
Cc1cc(NC(=O)CC2Oc3ccccc3NC2=O)ccc1Br (centres undefined),14%,10%,0%,i,-14%,1%,-11%,-13,-3%
O=C1CCc2cc(NS(=O)(=O)c3ccc(Br)cc3)cc3c2N1CC3,-11%,-12%,0%,i,-12%,3%,6%,2,12%
Cc1c(C(=O)Nc2ccccn2)oc2ccc(Br)cc12,12µM*,u,-2%,i,-6%,17%,0%,21,57%[activator]

Screens from PubChem.
